Assay outcomes deposited in PubChem by National Center for Advancing Translational Sciences (NCATS).
Pf growth 48h: P. falciparum growth inhibition at 48 hours (one generation). AID 504832. 310,000 compounds, 5.9% hits. P. falciparum luciferase growth in erythrocytes, 48 h. Potency, µM (series often up to 28.7 µM), inactives show at the highest dose activity change, negative = inhibition, actives largely listed as inhibitors
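In quantitative HTS format, infected erythrocytes bearing luciferase-reporter parasites were treated for a single generation at 37 C. Luminescence after adding detection reagent served as the growth measure.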
LmPK inh: inhibitors of Leishmania mexicana pyruvate kinase. Q27686. purified LmPK, Kinase-Glo ATP luminescence, 1 h. Potency, µM (top dose mostly 57.5 µM), for the others: top-dose activity change, negative = inhibition, hits mostly inhibitors. 290,000 compounds, 0.37% hits
Target sequence (Q27686 whole entry, looked up): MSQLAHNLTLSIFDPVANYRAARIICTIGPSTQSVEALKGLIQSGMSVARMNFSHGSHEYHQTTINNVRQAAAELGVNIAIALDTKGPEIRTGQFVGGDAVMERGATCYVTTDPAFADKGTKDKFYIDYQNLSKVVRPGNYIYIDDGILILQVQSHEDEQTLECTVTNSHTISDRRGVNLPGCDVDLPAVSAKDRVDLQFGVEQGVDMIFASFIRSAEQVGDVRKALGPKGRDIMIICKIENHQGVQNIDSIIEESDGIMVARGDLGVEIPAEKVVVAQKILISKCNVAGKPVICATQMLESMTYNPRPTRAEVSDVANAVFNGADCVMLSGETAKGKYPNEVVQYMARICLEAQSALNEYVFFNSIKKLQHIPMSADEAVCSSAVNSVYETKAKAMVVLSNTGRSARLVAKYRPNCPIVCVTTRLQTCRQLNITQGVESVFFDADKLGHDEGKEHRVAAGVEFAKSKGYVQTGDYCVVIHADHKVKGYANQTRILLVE
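Screened at intermediate enzyme activity to detect both inhibitors and activators: LmPK at 0.1 nM, with a 0.5 nM enzyme column as activation reference. PEP 0.5 mM, ADP 0.1 mM; ATP detected by luminescence after 1 h.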
Sm TGR block: blocks Schistosoma mansoni thioredoxin glutathione reductase; Q962Y6; purified TGR, DTNB reduction, TNB absorbance 405 nm; Potency, µM (titrated, usually from 114 µM), for inactives: at the highest dose activity change, negative = inhibition, usual class: inhibitors; 360,000 compounds, 3% hits; note: nearly all actives have a fitted effect of over 60% in size
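TGR 20 nM + NADPH 100 uM (dispensed conc.), cpd preinc 15 min RT; start with NADPH (500 uM addition) then DTNB (15 mM addition). Kinetic TNB absorbance, 405 nm filter. Four-parameter Hill fit across titration.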
TbPYK inhibitor: T. brucei pyruvate kinase inhibition. Q57TT1. TbPYK enzyme, Kinase-Glo Plus ATP luminescence, 45 min. Potency, µM (doses to about 76.8 µM), inactives show top-dose activity, negative = inhibition, actives largely listed as inhibitors. 410,000 compounds, 0.12% hits. AID 624173; note: nearly all actives have a fitted effect of over 50% in size
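Glycolytic pyruvate kinase of T. brucei was incubated with substrate, test compound and 130 uM ADP for 45 minutes at room temperature. Luminescent Kinase-Glo Plus signal was measured after 10 minutes.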
Pf growth 96h: inhibits malaria parasite growth, 96 h; 320,000 compounds, 6.9% hits; Potency, µM (doses to about 28.7 µM), for the others: top-dose activity change, negative = inhibition, hits mostly inhibitors; P. falciparum luciferase reporter growth, 96 h; AID 504834
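Readout is luminescence from an integrated firefly luciferase in P. falciparum. Red cells, 2% hematocrit and 0.05% parasitemia final, were cultured with compound through two parasite generations (96 hours) at 37 C, 5% CO2.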
HCV inh: blocks hepatitis C virus | Huh7.5.1 HCVcc-Cre infection, luciferase reporter, 44 h | Potency, µM (top dose mostly 41.8 µM), without a hit: top-dose activity change, negative = inhibition, most hits filed as inhibitors | 340,000 compounds, 3.4% hits | AID 651820
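1,000 cells/well; 4 h culture; + compound; + HCVcc-Cre (~0.5 moi); 44 h; luciferase substrate, RT 15 min; read 15 sec.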
Numbers without * were called inactive; u = inconclusive; x = no result given; & = joins results of further samples; ! = not active in a repeat; [ ] = remark or other dose. Calls come from the whole dose curve; as a rule, active = well fitted curve in the direction sought with a large enough effect; inconclusive = small, poorly fitted or top-dose-only effect, or another doubt; inactive = no such curve, though single readings can be large; an effect the other way counts as inactive or inconclusive. % is set by controls: 0 for no effect and ±100 for the full control effect; potency is the fitted concentration of half-maximal effect.

molecule | TbPYK inhibitor | LmPK inh | Pf growth 48h | HCV inh | Pf growth 96h | Sm TGR block
Cc1cc(C)n(-c2ccc(C(=O)NC3CCCCC3)cc2)n1 | -5% | -1% | 49%[activator] | -18% | 28% | 12%
C/C(=N\NC(=O)c1cc(O)ccc1O)c1cccc(NC(=O)c2cccc(Cl)c2)c1 | -16% | -6% | 9% | -14% | u | 63µM*
COc1ccccc1N1CCN(C(=O)COc2ccc(S(=O)(=O)NC(C)(C)C)cc2)CC1 | x | 3% | u | x | u | -1%
CCOC(=O)C1=C(C)N=c2s/c(=C\c3ccc(OCC(=O)O)cc3)c(=O)n2C1c1ccc(OC(C)C)cc1 (configuration not stated) | -17% | 4% | u | 9% | 0.41µM* | 1%
COc1cc(OC)cc(C(=O)Nc2cccc3cccnc23)c1 | 9% | 0% | 32%[activator] | -15% | 17% | 3%
COc1ccc(-c2cc(C(=O)N3CCOCC3)no2)cc1 | -5% | -21% | 157%[activator] | -8% | -13% | 5%
COc1cccc(NC(=O)C2CCC(CNS(=O)(=O)c3ccc4c(c3)CC(C)N4C(C)=O)CC2)c1 (configuration not stated) | 1%&-2% | 8% | u | u | u | -13%&3%
CC(=O)CC(=O)Nc1ccn(-c2ccccc2)n1 | -4% | 8% | x | 2% | -66% | -14%
CCc1cc(C=C(Cl)Cl)oc(=O)c1C | 1% | -3% | u | -15% | -7% | -6%
COc1cc(NC(=S)N2CCN(Cc3ccccc3)CC2)cc(OC)c1 | 9% | -1% | 9% | -24% | u | -5%
O=C(c1ccc(S(=O)(=O)N2CCCCC2)cc1)N1CCN(c2ccccc2F)CC1 | 0% | -4% | -17% | -14% | u | 6%
CCCSc1ccc([C@H]2N[C@@](C)(C(=O)OC)[C@H]3C(=O)N(C)C(=O)[C@@H]23)cc1 | -1% | x | -7% | -5% | 69%[activator] | -11%
CC1CCN(C(=O)C(=O)c2cn(CC(=O)N3CCCC3)c3ccccc23)CC1 | -2% | -3% | 0% | 7% | -27% | -12%
COc1cc(C(=O)OCC(=O)N(CC(C)C)C2CCS(=O)(=O)C2)cc(OC)c1C (configuration not stated) | -10% | x | u | 10% | -17% | -10%
CN(Cc1ccccc1Cl)C(=O)CCNC(=O)c1ccco1 | 5% | x | u | u | -29% | -35%
COc1ccc(S(=O)(=O)NCC(=O)N(CC(=O)NCC2CCCO2)Cc2ccc(F)cc2)cc1 (configuration not stated) | 7% | -2% | -4% | 12% | -2% | 1%
COc1cc(C(=O)Oc2cccc(C)c2)cc(OC)c1OC | 3% | 5% | 2% | u | 43%[activator] | 4%
Cc1ccc(NS(=O)(=O)c2cc3c4c(cccc4c2)C(=O)NC3=O)cc1C | 2% | 3% | -26% | u | u | -18%
O=C(c1cccnc1)N1CCN(C(=O)c2ccco2)CC1 | 5% | 1% | -19% | -2% | -19% | -12%
O=C(O)C(Cc1ccccc1)N1C(=O)c2cccc3cccc(c23)C1=O (configuration not stated) | -11% | 3% | 8% | 16% | u | 13%
Cc1cc(C(=O)NCc2cc(C)n(C)n2)sc1-c1ccccc1 | -13% | -1% | -7% | 4µM* | 0% | -2%
Cc1ccc(NC(=O)N2CCC(C(=O)Nc3ccc(C)cc3C)CC2)cc1 | -3% | 4% | 13% | 15% | -2% | -31%
O=C1CC(NS(=O)(=O)c2ccccc2F)CN1c1ccc2c(c1)OCCO2 (configuration not stated) | 0% | x | 14% | 20% | -8% | 1%
O=C(Nc1ccon1)Nc1cc(Cl)ccc1Cl | 28% | -3% | 18% | 1% | u | -24%
CCOC(=O)C1(Cc2ccccc2C)CCCN(C(=O)c2ccc(COC)o2)C1 (configuration not stated) | -8% | -7% | u | 17% | u | 16µM*
O=C(c1cc(COc2cccc3cnccc23)on1)N1CCC(c2ccccc2Cl)C1 (configuration not stated) | 0% | 3% | u | u | 12% | 0%
O=C(CN1C(=O)CCC1=O)Nc1ccc2c3c(cccc13)CC2 | -8% | -2% | 16% | -2% | 2% | 2%
Cc1cccc2cc(C#N)c(NCCNC(=O)COc3ccccc3)nc12 | -7% | 6% | 8% | u | -7% | -5%
Cc1cccc(C)c1NS(=O)(=O)c1ccc(NC(=O)c2ccc(Cl)c([N+](=O)[O-])c2)cc1 | 1% | 1% | 6% | 7.1µM* | 0% | -8%
CCOC(=O)/C=C1/SCC(=O)N1CC(=O)Nc1cccc(F)c1 | 1% | x | u | 0% | u | -1%
COc1cc(/C=C2\CCC/C(=C\c3ccc(O)c(OC)c3)C2=O)ccc1O | 11%&4% | 3% | 9.3µM* | 13µM* | 5.4µM*! | u
COc1ccc(CNC(=O)C(OC(=O)c2ccco2)c2ccccc2)cc1 (configuration not stated) | -7% | -8% | 30% | -2% | 2% | 9%
O=C(c1ccccc1)[C@H]1[C@H](c2ccccc2)[C@@]2(N=C(c3ccccc3)OC2=O)C2c3ccccc3C=NN21 (some centres not stated) | x | -2% | -28% | x | u | -8%
CC(C)(C)NC(=O)NCc1ccco1 | -5% | 1% | 14% | 4% | 24% | -3%
COc1ccc(CN2CCN(C(=O)C3CCC(CNS(=O)(=O)c4ccc(C)cc4)CC3)CC2)c(OC)c1OC (configuration not stated) | -2% | 9% | -4% | u | -27% | 0%
O=C(c1ccc(CS(=O)(=O)c2ccc(Br)cc2)o1)N1CCCC1 | -11% | 1% | x | u | 7.4µM* | 0%
COc1ccc(NC(=O)CN(C)C(=O)c2cc(C)on2)cc1 | -2% | x | 8% | 4% | 21% | -1%
CCOc1ccc(S(=O)(=O)NCCC(=O)Nc2cccc(C(=O)OC)c2)cc1 | -3% | 2% | 12% | -12% | 36%[activator] | -26%
NC(=O)C1(N2CCCCC2)CCN(c2nc(-c3ccccc3)cs2)CC1 | -15% | -4% | u | u | -27% | 10%
CC(C)Oc1ccc(C(CC(=O)O)n2cnnn2)cc1 (configuration not stated) | 3% | -2%[11.5 µM] | -4% | 8% | 29% | 0%
CC(C)(C)C(=O)Nc1ccc(-c2cnco2)cc1 | 2% | -6% | 50%[activator] | 14% | 77%[activator] | 4%
COc1cc(NC(=O)CSc2c3c(nc4ccccc24)CCC3)cc(OC)c1OC | 1%&-9% | -4% | -13% | u | u | 1%&-11%
COc1cc(NC(=O)c2ccccc2[N+](=O)[O-])ccc1NC(=O)C(C)C | -2% | -4% | 7% | 0% | 9.3µM* | 0%
O=C(CNC(=O)c1ccccc1Cl)N/N=C/C=C/c1ccccc1 | -2% | -2% | 18% | -1% | u | -4%
Cc1ccc([C@@H]2[C@@H]3C(=O)N(C)C(=O)[C@@H]3[C@]3(C)C(=O)N(CC4CC4)CC(=O)N23)o1 | -12% | 2% | 31%[activator] | 59%[activator] | u | -24%
CCO/C=C1/C(=O)N(CC)c2ccccc21 | 1% | 2% | 34%[activator] | -27% | x | 4%
COc1cccc(Nc2ncccc2C(=O)NCc2ccccc2)c1 | -8% | -2% | u | u | x | -13%
CC[N+](CC)(CC)C/C=C/CN1CCCCC1 | -3% | -1% | 2% | 41%[activator] | u | -5%
c1ccc(C(c2ccccc2)N2CCN(C(c3ccccn3)c3nnnn3C3CCCC3)CC2)cc1 (configuration not stated) | -2% | -3% | -12% | u | 4.7µM* | 0%
O=C(CSc1nc2nn(-c3ccccc3)c(=O)c-2c2n1CCCCC2)Nc1ccc(F)cc1F | -4% | x | u | 18% | 37%[activator] | -13%
COC(=O)c1sccc1NC(=O)CSc1ccccc1N | 0% | -3% | 14% | -8% | 32%[activator] | -2%
Cc1cc(C(C)(C)C)ccc1NC(=O)CC(C)(C)CC(=O)O | 4% | 0% | 57%[activator] | 6% | 30%[activator] | 4%
COc1cccc(/C=N/c2oc(-c3ccccc3)cc2C#N)c1O | -3% | -17% | 25% | u | 12% | u
O=C1/C(=C/c2cccs2)CCC1C1CCCC1 (configuration not stated) | -6% | -7% | 39%[activator] | 4% | 27% | -10%
O=C(c1ccc(-c2ccccc2)cc1)N1CCN(c2ncccn2)CC1 | -2% | 0% | -7% | 5% | 10µM* | -1%
N#C/C(=C\c1c(Cl)cccc1Cl)c1nn(-c2ccccc2)c(-n2cccc2)c1C#N | -17% | 1% | u | -21% | u | -2%
COc1cccc(C(C(=O)NC2CCCCC2)N(C(=O)Cc2cccs2)c2ccc(-n3cnnn3)c(OC)c2)c1 (configuration not stated) | 4% | 6% | 10µM* | u | 5% | -1%
O=C(c1cccs1)C1CN2CCC1CC2 (configuration not stated) | 3% | -6% | 3% | -4% | 25% | 1%
COc1ccccc1N=Cc1nc(-c2ccccc2)oc1OC(C)=O | -2% | -13% | 35%[activator] | 19% | 20% | u
O=C(Nc1ccc(F)cc1)c1ccc(NC(=O)C2CCCO2)cc1 (configuration not stated) | 1% | -6% | 33%[activator] | -22% | 1.9µM* | -9%

Reprinted at random: 7 entries already listed, in no set order.
molecule | TbPYK inhibitor | LmPK inh | Pf growth 48h | HCV inh | Pf growth 96h | Sm TGR block
COc1cccc(/C=N/c2oc(-c3ccccc3)cc2C#N)c1O | -3% | -17% | 25% | u | 12% | u
O=C(c1ccc(CS(=O)(=O)c2ccc(Br)cc2)o1)N1CCCC1 | -11% | 1% | x | u | 7.4µM* | 0%
CCO/C=C1/C(=O)N(CC)c2ccccc21 | 1% | 2% | 34%[activator] | -27% | x | 4%
COc1cc(NC(=O)c2ccccc2[N+](=O)[O-])ccc1NC(=O)C(C)C | -2% | -4% | 7% | 0% | 9.3µM* | 0%
COC(=O)c1sccc1NC(=O)CSc1ccccc1N | 0% | -3% | 14% | -8% | 32%[activator] | -2%
O=C(c1ccccc1)[C@H]1[C@H](c2ccccc2)[C@@]2(N=C(c3ccccc3)OC2=O)C2c3ccccc3C=NN21 (some centres not stated) | x | -2% | -28% | x | u | -8%
CCOc1ccc(S(=O)(=O)NCCC(=O)Nc2cccc(C(=O)OC)c2)cc1 | -3% | 2% | 12% | -12% | 36%[activator] | -26%

Given with values under each structure: entries from further up
Values run as follows: TbPYK inhibitor	LmPK inh	Pf growth 48h	HCV inh	Pf growth 96h	Sm TGR block
- O=C1/C(=C/c2cccs2)CCC1C1CCCC1 (configuration not stated)
    -6%	-7%	39%[activator]	4%	27%	-10%
- O=C(c1ccc(-c2ccccc2)cc1)N1CCN(c2ncccn2)CC1
    -2%	0%	-7%	5%	10µM*	-1%

Further records follow.
molecule | TbPYK inhibitor | LmPK inh | Pf growth 48h | HCV inh | Pf growth 96h | Sm TGR block
Cc1ccccc1NC(=O)CN1CCC(NC(=O)Nc2ccccc2)CC1 | -12% | 0% | u | 5% | 14% | -1%
CCOC(=O)/C(C#N)=C/c1c(N2CCN(C)CC2)nc2c(C)cccn2c1=O | -7% | 1% | 9% | -10% | 4% | -24%
Cc1ccc(S(=O)(=O)Nc2cccc(-c3ccc(N4CCCCCC4)nn3)c2)c(C)c1 | -22% | -3% | 51%[activator] | u | u | -15%
Cc1cccc(NS(=O)(=O)c2ccc(-c3cnc(C4CC4)o3)cc2)c1 | 1% | 7% | -2% | 0% | u | 2%
COC(=O)Nc1ccc(S(=O)(=O)Nc2ccccc2F)cc1 | 1% | -3% | u | 6% | 38%[activator] | 6%
COC(=O)c1cc(-c2ccc(S(=O)(=O)N3CCCC(C)C3)cc2)c(C(F)(F)F)s1 (configuration not stated) | 6% | 0% | u | 6% | u | -6%
CN(C(=S)Oc1ccc(C(=O)Nc2ccccc2)cc1)c1ccccc1 | -3% | -3% | u | u | 19% | -1%
